High-throughput results from PubChem.
Lung fibro prol = antiproliferative effect on LL 47 fibroblasts – human, LL 47 cells, CellTiter-Glo luminescence, primary screen. LL 47 human lung fibroblast viability, ATP luminescence; stronger effect = lower value. viability, % at 10 µM. hit rate 1.1% among 85,000. AID 719, 2007;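 active = viability at or below 50% in the single dose screen; inactive = viability above 50%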;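 note: compound exposure lasted 72 h before the ATP readout; 100% = median luminescence of untreated cell-only wells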
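Benchmarks: Cell-only wells, no compound | Test system: LL 47 human lung fibroblasts, passage 12 or lower | Input: 1,150 cells/well | Measured by: CellTiter-Glo luminescence measuring cellular ATP | Medium: IMEM, 15% FBS supplement | Schedule: Overnight attachment after seeding, then 72 h compound exposure at 37 °C | Doses: Compound addition at 0.1% DMSO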
CYP2C19 inh = blockers of cytochrome P450 2C19 activity – biochemical, luminescence, ADME assay, primary screen | P33261 | CYP2C19 Supersomes, luciferin-H EGE luminescence, 30 min | inhibition, % at 5 µM | hit rate 21% among 96,000 | AID 778, 2007;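 active = CYP2C19 inhibition above a set limit at 5 µM in the primary screen, cut at about 50% in these data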;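 note: plate controls were negative control wells for no effect and 2.5 mM tranylcypromine positive control for full effect; values of inactives mirror those of a sister screen read the other way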
CD11b adhes inh = inhibitors of CD11b/CD18 adhesion to fibrinogen, primary screen, K562 cells, luminescence; Integrin beta-2 (Homo sapiens) + Integrin alpha-M (Homo sapiens), P05107+P11215; inhibition, % at 10 µM; ATPlite luminescence; Mn2+ added to activate the integrin; hit rate 0.54% among 93,000;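 active = primary inhibition of 50% or more at 10 µM, then 40% or more on retest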; note: some results filed as inactive read as strong as hits
Target sequence (P05107 whole entry, looked up, other chains not shown): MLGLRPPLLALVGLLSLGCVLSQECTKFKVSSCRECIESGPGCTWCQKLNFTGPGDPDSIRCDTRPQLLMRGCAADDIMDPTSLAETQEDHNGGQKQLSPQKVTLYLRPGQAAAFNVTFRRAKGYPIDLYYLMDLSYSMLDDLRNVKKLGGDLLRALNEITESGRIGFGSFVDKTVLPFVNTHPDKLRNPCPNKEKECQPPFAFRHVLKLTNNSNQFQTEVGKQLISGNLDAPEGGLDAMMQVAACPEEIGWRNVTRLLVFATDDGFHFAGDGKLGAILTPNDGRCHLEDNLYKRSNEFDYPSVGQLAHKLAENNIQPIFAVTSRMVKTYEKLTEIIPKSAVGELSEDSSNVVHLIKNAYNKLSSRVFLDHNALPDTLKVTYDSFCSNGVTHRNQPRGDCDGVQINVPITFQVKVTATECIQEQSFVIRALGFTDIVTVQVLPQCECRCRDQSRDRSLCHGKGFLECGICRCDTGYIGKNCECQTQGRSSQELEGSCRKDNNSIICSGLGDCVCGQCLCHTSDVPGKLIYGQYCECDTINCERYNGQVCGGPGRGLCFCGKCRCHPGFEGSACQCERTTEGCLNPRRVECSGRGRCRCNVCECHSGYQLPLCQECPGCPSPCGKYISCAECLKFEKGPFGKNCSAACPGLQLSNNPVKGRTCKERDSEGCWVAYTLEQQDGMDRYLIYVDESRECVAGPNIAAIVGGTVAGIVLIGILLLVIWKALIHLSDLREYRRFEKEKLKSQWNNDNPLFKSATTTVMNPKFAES
Mac1 fbg enh = enhancers of CD11b/CD18 adhesion to fibrinogen, primary screen, K562 cells, luminescence; Integrin beta-2 (Homo sapiens) + Integrin alpha-M (Homo sapiens), P05107+P11215; ATPlite luminescence; activation, % at 10 µM; hit rate 0.07% among 93,000; AID 1499, 2009;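 active = 10 µM primary screen giving 50% or more activity, confirmed by 40% or more on retest at that dose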; note: strong numbers were not always called active
H69AR growth 86K = proliferation blockers of H69AR lung cancer cells, primary screen, cell-based, human, 86K library; H69AR lung tumor viability, ATP luminescence, 72 h; stronger effect = lower value; viability, % at 10 µM; hit rate 6% among 85,000; AID 598, 2007;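 active = viability at or below 40%; inactive = viability above 40%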;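 note: multidrug resistant small cell line overexpressing MRP-1 efflux transporter; 100% = mean luminescence of untreated control wells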
ERa coact inh = ERα–SRC-1 coactivator interaction inhibitors, primary screen, biochemical, TR-FRET, ERα LBD, estradiol-bound. TR-FRET ER-alpha LBD / SRC-1 peptide. hit rate 1.7% among 86,000. inhibition, % at 25.6 µM. Estrogen receptor (Homo sapiens), P03372; in the data active = inhibition above about 50%;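 note: 0% = receptor plus peptide control and 100% = peptide only without receptor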
HUVEC inhibit = inhibitors of HUVEC proliferation, primary screen, cell-based, 384-well; CellTiter-Glo luminescence, 72 h; stronger effect = lower value; viability, % at 10 µM (by protocol); hit rate 1.1% among 86,000; AID 648, 2007;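 active = viability at or below 30%; inactive = viability above 30%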;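 note: 100% = median luminescence of DMSO-only cell control wells on each plate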
ERa coact pot = enhancers of ERα–SRC-1 coactivator binding, primary screen, biochemical, TR-FRET, ERα LBD, low estradiol. TR-FRET ERalpha-LBD/SRC-Cy5 coactivator binding, 2 h; 100 = basal binding, no effect. coactivator binding (% of control), % at 25.6 µM. hit rate 1.3% among 86,000. AID 639, 2007; in the data active = activity above about 200%;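 note: binding measured in presence of low estradiol as agonist stimulus; 0% = peptide alone without receptor and 100% = receptor with peptide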
CYP2C19 act = human CYP2C19 activators, primary screen, biochemical, luminescence; 96,000 tested, under 10 active; Cytochrome P450 2C19 (Homo sapiens), P33261; activation factor at 5 µM; recombinant CYP2C19, luciferin-H EGE luminescence; stronger effect = higher value; 0 = fully inhibited enzyme, 1 = untreated enzyme;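 active = activation factor of at least 2 at 5 µM in the primary screen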;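 note: 0 = wells with 2.5 mM tranylcypromine and 1 = vehicle-only wells; values of inactives mirror those of a sister screen read the other way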
Numbers without * were called inactive; . = no result given; [ ] = remark or other dose.

SMILES	Lung fibro prol	CYP2C19 inh	CD11b adhes inh	Mac1 fbg enh	H69AR growth 86K	ERa coact inh	HUVEC inhibit	ERa coact pot	CYP2C19 act
COc1ccc(-c2cc(C(=O)N3CCCCC3)no2)cc1OC	104	-15	2	-2	89	-10	90	125	1.2
O=S(=O)(Nc1ncnc2sc3c(c12)CCC3)c1ccc2ccccc2c1	104	17	32	-3	95	38	96	59[fluorescence artefact?]	0.8
O=C(c1ccco1)N1CCN(C(=O)C2CC(c3ccc(F)cc3)=NO2)CC1 (stereo not drawn)	98	5	-8	-2	89	2	101	98	0.9
CCC(CCC(=O)Nc1ccc(S(N)(=O)=O)cc1)C(=O)O (stereo not drawn)	99	6	-36	-3	107	7	98	109[fluorescence artefact?]	0.9
Nc1n[nH]c(-c2ccc(F)cc2)n1	104	9	-20	-2	87	-1	85	96	0.9
Cc1nnsc1C(=O)Nc1cc(Cl)ccc1Cl	98	.	.	.	95	-5	100	107[fluorescence artefact?]	.
CCOc1ccccc1OCC(=O)Nc1ccc(N2CCCCC2)cc1	96	4	.	.	96	11[fluorescence artefact?]	94	94[fluorescence artefact?]	1
Cc1ccc(-n2ncc3c(=O)n(Cc4ccccn4)cnc32)cc1C	100	0	1	-1	96	-7	98	113	1
O=C(Nc1ccc(F)c(F)c1)NC1CCCCC1	94	14	4	-2	60	-7	90	133	0.9
CCC1C(=O)N(c2nc(C)cc(C)n2)N=C1C (stereo not drawn)	95	-5	-28	2	105	-2	102	102	1
O=C(c1ccccc1Cl)N1CCc2ccccc2C1	94	.	.	.	80	-18	87	88	.
CCOC(=O)c1oc2nc(C)c3c(c2c1N)CC(C)(C)OC3	97	17	-9	-2	84	-3	106	109	0.8
COc1ccc(-c2c(C)oc3c(CN4CCCCC4C)c(O)ccc3c2=O)cc1OC (stereo not drawn)	104	1	-3	2	67	2	85	96	1
COc1ccc(N(CC(=O)Nc2cccc(C)c2C)S(=O)(=O)c2c(C)n[nH]c2C)cc1	90	54*	.	.	103	2	85	108[fluorescence artefact?]	0.5
CCc1nnc(NC(=O)CSc2nnc(C)n2-c2ccc(C)cc2)s1	109	-1	2	0	71	7[fluorescence artefact?]	107	69	1
CC(C)(C)NC(=O)CN1CCC(O)(c2ccccc2)CC1	100	5	-7	2	100	-13	93	142	0.9
O=C(COc1ccc(Cl)cc1)N1CCN(S(=O)(=O)c2ccccc2)CC1	109	55*	1	3	102	-4	108	84	0.5
CC(CNC(=O)C(=O)NC(C)CCc1ccccc1)Cc1ccccc1 (stereo not drawn)	.	8	23	32	.	.	.	.	0.9
CC1(C)CC(=O)C(C=NCC(N)=O)=C(O)C1	.	-19	16	-7	.	.	.	.	1.2
Cc1ccc(-c2ccc(=O)[nH]n2)cc1	92	.	.	.	87	-8	61	141	.
Cc1cc(C)nc(N2CCCC(C(=O)NCc3cccs3)C2)n1 (stereo not drawn)	101	29	-2	-2	90	0	90	125	0.7
Cc1ccc2c(c1)N(C(C)C(=O)NCCc1ccccc1)C(=O)CO2 (stereo not drawn)	97	97*	-27	2	109	-7	103	112	0
O=C1CC(N2CCN(c3ccccc3)CC2)C(=O)N1c1ccc2c(c1)OCCO2 (stereo not drawn)	97	-6	-5	16	99	-28	101	119	1.1
O=C(CN1c2cccc3cccc(c23)S1(=O)=O)NCc1ccc2c(c1)OCO2	102	81*	4	-3	101	20[fluorescence artefact?]	96	76[fluorescence artefact?]	0.2
O=C(Nc1ccc(Cl)cn1)c1ccc2ccccc2n1	59	5	.	.	44	3	59	99	1
CCc1cc(=O)oc2cc(OC(C)=O)cc(OC(C)=O)c12	97	7	8	-10	86	10	78	105[fluorescence artefact?]	0.9
O=C(NCCO)c1cc2c(s1)CCC2	114	17	.	.	98	3	95	103[fluorescence artefact?]	0.8
COc1cc(C(=O)Nc2ccc(Br)cc2C(=O)c2cc(OC)c(OC)c(OC)c2)cc(OC)c1OC	.	68*	-8	16	.	.	.	.	0.3
Cn1c(N)c(C(=O)COC(=O)C2(c3ccccc3F)CCCC2)c(=O)n(C)c1=O	92	25	-1	-3	77	3	82	119	0.8
CCCCOc1ccc(-c2c(C#N)c(N)nc(SCC(N)=O)c2C#N)cc1	.	27	20	15	35*	42[fluorescence artefact?]	67	271*[fluorescence artefact?]	0.7
COc1ccc(OC)c(NC(=S)N2CCN(c3ccccn3)CC2)c1	.	42	-6	8	.	.	.	.	0.6
Cc1[nH]nc(-c2ccc(OCc3cnn(-c4ccccc4)c3)c(C)c2O)c1Oc1ccccc1	.	7	-6	-5	.	.	.	.	0.9
COc1ccccc1S(=O)(=O)n1cc(Cc2ccccc2)c(N)n1	99	.	.	.	96	-51	102	105	.
Cc1cc(NC(=O)CCSc2nc(-c3ccco3)cc(C(F)(F)F)n2)n(-c2ccccc2)n1	103	.	.	.	80	-26	96	108	.
O=C(Nc1ccc2c(c1)OCO2)c1cccs1	92	43	-3	-1	80	-5[fluorescence artefact?]	83	85	0.6
CCOC(=O)N1CCC(NC(=O)c2ccc3c(c2)N(C)CCS3)CC1	94	.	.	.	37*	-7	84	84	.

An excerpt from above, showing only CYP2C19 act and Mac1 fbg enh.
smiles | CYP2C19 act | Mac1 fbg enh
CC1(C)CC(=O)C(C=NCC(N)=O)=C(O)C1 | 1.2 | -7
O=C(c1ccco1)N1CCN(C(=O)C2CC(c3ccc(F)cc3)=NO2)CC1 (stereo not drawn) | 0.9 | -2

(continued)
SMILES	Lung fibro prol	CYP2C19 inh	CD11b adhes inh	Mac1 fbg enh	H69AR growth 86K	ERa coact inh	HUVEC inhibit	ERa coact pot	CYP2C19 act
COC(=O)c1ccc(OC)cc1OCC(=O)N1CCN(c2ccc(F)cc2)CC1	.	64*	-4	1	.	.	.	.	0.4
CCOC(=O)c1ccc(CNC(=O)CSc2nnnn2-c2ccc(Cl)cc2)o1	104	34	-7	1	90	-16	97	97[fluorescence artefact?]	0.7
O=C(c1ccc(CS(=O)(=O)c2ccc(Br)cc2)o1)N1CCCCCC1	114	80*	4	-3	96	-5	120	90[fluorescence artefact?]	0.2
C[C@H](N)c1nnc(SCC(=O)N(C)C)o1	.	4	-18	7	.	.	.	.	1
O=C(c1cccc(S(=O)(=O)NCc2ccccc2)c1)N1CCN(Cc2ccccc2)CC1	98	65*	-3	-1	95	3[fluorescence artefact?]	105	113	0.4
CCn1nnc(NC(=O)c2c(OC)cccc2OC)n1	.	-17	-4	-1	.	.	.	.	1.2
CCCCN1C(=O)C(O)=C(C(C)=O)C1c1ccc(OC)cc1OC (stereo not drawn)	100	-17	6	-5	92	-8	103	127	1.2
O=C(Cn1nnc2ccccc21)N/N=C\C=C\c1ccccc1	.	14	21	4	.	.	.	.	0.9
CCOC(=O)c1cnc2c(C)cccc2c1NCc1ccco1	99	47	-15	2	75	-1	77	76	0.5
Cc1ccc(N(C(=O)Cn2nnc3ccccc32)C(C(=O)NCc2ccco2)c2cccnc2)cc1 (stereo not drawn)	.	65*	12	-2	.	.	.	.	0.3
Cc1ccc2c(c1)c1c(n2CC(O)Cn2nc(C)c(Br)c2C)C(=O)CCC1 (stereo not drawn)	.	11	-29	0	.	.	.	.	0.9
Cc1ccc(C(C(=O)NC2CCCC2)N(Cc2ccc(F)cc2)C(=O)c2csnn2)o1 (stereo not drawn)	81	6	19	-1	46	3	89	103	0.9
CCSC1=C(C#N)C(c2ccc(C)s2)CC(=O)N1 (stereo not drawn)	104	69*	5	6	80	-8	91	97	0.3
COC(=O)C1=C(C)N(Cc2ccco2)C(=O)C1	103	27	.	-6	87	0	91	92	0.7
Cc1noc2ncnc(Sc3ccc(Cl)cc3)c12	57	79*	23	-1	1.8*	-6	47	98	0.2
O=C(CSc1ncccn1)NN=C1CCCCCCC1	.	28	4	-3	.	.	.	.	0.7
Clc1ccccc1CNc1ncnc2nc[nH]c12	106	4	-12	6	60	1	93	117	1
COc1cccc(NC(=O)N2CCCC2C(=O)NC(C)C)c1 (stereo not drawn)	.	-16	-16	2	.	.	.	.	1.2
N#Cc1nc(-c2ccccc2Cl)oc1N1CCCCC1	95	86*	2	0	84	10	122	87	0.1
CCCC1(CCC)NC(=O)N(CC(=O)Nc2cccc(OC)c2)C1=O	100	4	0	-3	102	-15[fluorescence artefact?]	101	109	1
CCOC(=O)c1cc(NC(=O)c2c(C)noc2C)cc(C(=O)OCC)c1	95	10	20	-5	81	-9	103	127	0.9
O=C(COc1nnc2ccccn12)N1CCN(S(=O)(=O)c2ccccc2)CC1	97	.	.	.	88	-5	102	109	.
Cn1c(NC(=O)CC(C)(C)C)cc(=O)n(C)c1=O	99	-13	-6	1	93	-4	119	102	1.1
CC1CN(S(=O)(=O)c2ccc(NC(=O)c3cc(-c4ccccc4O)n[nH]3)cc2)CC(C)O1 (stereo not drawn)	74	21	-1	0	12*	18	55	123	0.8
COC(=O)c1c(NC(=O)c2ccc(Br)s2)sc2c1CCC2	102	15	-13	4	53	7[fluorescence artefact?]	80	155	0.9
COc1ccc(Cl)cc1NC(=O)NCCCl	100	18	-1	-2	92	11	92	115	0.8
CCCCNC(=O)CN1C(=O)C(CC)Oc2ccc(Cl)cc21 (stereo not drawn)	98	44	12	-3	95	2[fluorescence artefact?]	101	94	0.6
CC1CCN(c2oc(-c3ccccc3F)nc2C#N)CC1	105	12	5	4	97	-6	96	98	0.9
O=C(O)c1ccc2c(c1)[C@@H]1C=CC[C@@H]1[C@H](c1ccccn1)N2	104	.	.	.	92	68*	98	21[fluorescence artefact?]	.
FC(F)(F)c1cc(-c2cccs2)nc(-n2cc(Cl)cn2)n1	95	-6	-32	0	93	-2	104	90	1.1
CCCCCSc1nnc(-c2cc(Br)ccc2N)c(=O)[nH]1	102	11	35	-3	88	-6	99	95	0.9
Cc1cccc(NC(=S)NC(NC(=O)OCc2ccccc2)C(Cl)(Cl)Cl)c1 (stereo not drawn)	.	77*	0	-3	.	.	.	.	0.2
C=CCOc1ccc2c(c1)C(=NO)c1cc(OCC=C)ccc1-2	95	33	5	0	34*	3	71	92[fluorescence artefact?]	0.7
O=C(CN1C(=O)c2ccccc2S1(=O)=O)NCc1ccccc1Cl	97	59*	-2	0	103	6	104	103	0.4
CCOC(=O)C1C(=O)NC(C)C1c1ccccc1 (stereo not drawn)	110	-22	.	.	99	-7	104	100	1.2
COc1ccc(Cl)cc1-c1n[nH]c(=S)n1C1CCCCC1	94	80*	2	0	82	2[fluorescence artefact?]	94	103[fluorescence artefact?]	0.2
CSc1nc2c(c(-c3ccccc3)c1C#N)CCC2	89	.	.	.	87	-5[fluorescence artefact?]	89	104	.

An unsorted share of the library; 26% or so of the library scored in one or more.
